Bioassay records deposited in PubChem by National Center for Advancing Translational Sciences (NCATS).
AmpC inh det: AmpC beta-lactamase inhibition, detergent assay; P00811; purified AmpC, nitrocefin hydrolysis with detergent; Potency, µM (series often up to 28.7 µM), for inactives: at the highest dose activity change, negative = inhibition; 0.09% of 71,000 active; AID 584; active = well fitted curve in the direction sought with a large enough effect
Target sequence (P00811 whole entry, looked up): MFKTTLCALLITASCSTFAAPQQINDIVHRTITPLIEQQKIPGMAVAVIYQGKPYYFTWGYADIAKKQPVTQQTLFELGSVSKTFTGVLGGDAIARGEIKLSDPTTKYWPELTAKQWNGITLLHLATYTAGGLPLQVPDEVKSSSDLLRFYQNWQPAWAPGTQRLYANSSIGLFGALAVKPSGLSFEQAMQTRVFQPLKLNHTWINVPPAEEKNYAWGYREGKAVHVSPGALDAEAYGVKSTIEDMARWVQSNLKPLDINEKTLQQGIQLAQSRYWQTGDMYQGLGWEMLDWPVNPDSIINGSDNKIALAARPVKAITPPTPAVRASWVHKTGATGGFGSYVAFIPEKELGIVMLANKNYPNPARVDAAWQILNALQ
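E. coli AmpC (5.3 nM) in 20 mM phosphate pH 7.0 with 0.01% Triton X-100, preincubated 15 min RT with compound; nitrocefin (2 uL of 800 uM stock) hydrolysis followed by 480 nm absorbance every 20 s over 4 min.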
* marks the source's active call; other numbers are inactive results; [ ] = remark or other dose. % is scaled to controls: 0 for no effect and ±100 for the full control effect; potency is read from the fitted curve at half-maximal effect. This is a subset (hit frequency here may not be typical).

compound	AmpC inh det
CCCNS(=O)(=O)c1ccc(OCC(=O)NCc2ccc3c(c2)OCO3)cc1	-1.4%
Fc1cccc(Cl)c1CSc1ncn[nH]1	5.7%
CN(Cc1cccs1)CC(O)COCc1ccco1 (centres undefined)	2.0%
CC(=O)OC1=C(C#N)Cn2ccc3cccc1c32	-3.2%
CCOC(=O)N1CCN(C(=O)c2ccc(N(C)S(C)(=O)=O)cc2)CC1	-6.0%
c1ccc2sc(Cc3nnc4n3CCCCC4)nc2c1	-3.6%
CCc1nnc2n1N=C(c1ccc(-c3cc(Cl)ccc3Cl)o1)CS2	-1.9%
CCC(=O)N1c2ccccc2-c2nnc(SC)nc2OC1c1ccc(OC)c(OC)c1 (centres undefined)	11.1%
Cc1ccc2c(C)c(C(=O)Nc3c(C)n(C)n(-c4ccccc4)c3=O)oc2c1	-1.3%
CC(OC(=O)C1CCCO1)C(=O)NC1CCCC1 (centres undefined)	7.3%
CN(C)c1ccc(C2N(C(=O)N3CCOCC3)CCN2S(=O)(=O)c2ccccc2)cc1 (centres undefined)	8.6%
Cc1ccc(Cl)cc1	13.6%
CNCCCC12CCC(c3ccccc31)c1ccccc12	-0.7%
COC(=O)c1cc2c(ccn2-c2ccc(F)cc2)n1CC(=O)N1CCN(C(=O)c2ccco2)CC1	9.6%
Cc1cccc2cc(COC(=O)C3CCCO3)c(=O)[nH]c12 (centres undefined)	13.3%
COCCCn1c(=S)[nH]c2ncccc2c1=O	2.9%
CCOC(=O)C1=C(C)NC(=O)NC1c1ccc(OCC(=O)N2CCCCC2)cc1 (centres undefined)	-3.9%
O=C(C1CCC(N2C(=O)C3CC=CCC3C2=O)CC1)N1CCCCC1 (centres undefined)	-0.5%
C[C@H](C(=O)c1ccccc1)[C@@H](c1ccccc1)N1CCOCC1	-3.7%[5.75 µM]
Cc1ccc(OCCC(=O)OCC(=O)C(C)(C)C)cc1	-2.8%
Cc1csc(NC(=O)CSc2nnc(-c3ccoc3C)n2CCc2ccccc2)n1	-4.5%
O=C(Cn1cnc2c(nnn2-c2ccc(F)cc2)c1=O)NCC1CCCO1 (centres undefined)	-2.8%
COc1ccc(Cl)cc1N(CC(=O)N1CCN(Cc2ccccc2)CC1)S(C)(=O)=O	5.7%
CC(C)(CNC(=O)C1CCCC1)CNC(=O)C1CCCC1	-4.2%
COc1ccc(S(=O)(=O)N2CCC(C(=O)NCc3cccc(OC)c3)CC2)cc1	-2.3%
Cc1onc(-c2ccccc2)c1C(=O)N1CCN(C(=O)c2ccco2)CC1	-1.2%
CCN(CC)S(=O)(=O)c1cc(C)c(C)cc1Br	-1.1%
O=C(CSc1ncn(-c2ccccc2)n1)Nc1nc2c(s1)CCCC2	-1.6%
CN(C)c1ccc(/C=C/c2ccncc2)cc1	-6.1%
O=C(NCC(=O)N(CCc1ccccc1)C(C(=O)NC1CCCC1)c1cccnc1)c1ccco1 (centres undefined)	12.8%
COc1ccc(CCN(C)Cc2c(F)cccc2F)cc1OC	7.4%
O=C(CSc1nnc(-c2ccc(Cl)s2)o1)N1CCc2ccccc21	-1.5%
CCOc1ccc(-n2c(SCC(=O)Nc3ccc4c(c3)OCCO4)nc3c(c2=O)SCC3)cc1	11.2%
Cc1ccc(-c2nc(C#N)c(N3CCCCC3)o2)cc1	11.2%
CCCCN(C)C(=O)Cn1cnc2sc(C)cc2c1=O	12.1%
Cc1cc(S(=O)(=O)NCC(C)C)ccc1OCC(=O)N1CCN(Cc2ccccc2)CC1	-8.6%
CC(C)CNS(=O)(=O)c1ccc(CCC(=O)N2CCN(Cc3ccc4c(c3)OCO4)CC2)cc1	-3.7%
Cn1nccc1C(=O)OCC(=O)Nc1nc(-c2ccccc2)cs1	5.3%
CCCn1c(=O)c(C(=O)Nc2c(C)n(C)n(-c3ccccc3)c2=O)c(O)c2ccccc21	8.7%
Cc1cc(NC(=O)CSc2nnc3c(C)cc4cc5c(cc4n23)OCO5)no1	7.3%
CCOC(=O)c1[nH]c2ccc(OCC)cc2c1NC(=O)CN1CCCC(C)C1 (centres undefined)	-1.4%
COc1ccc(Cc2nc(-c3ccc(NC(=O)c4cccnc4)cc3)no2)cc1	0.3%
O=C1C2CC=CCC2C(=O)N1c1n[nH]c(Cc2ccccc2)n1 (centres undefined)	-1.7%
CCOC(=O)/C=C1\CC(=O)Nc2nonc2N1	10.6%
CC(C)(C)c1csc(NC(=O)c2cccs2)n1	-3.8%
Cc1coc2cc3oc(=O)c4c(c3cc12)CCC4	11.3%
O=C(NCCCN1CCN(c2ccccc2F)CC1)C1CCCN(S(=O)(=O)c2cnc[nH]2)C1 (centres undefined)	11.3%
CCOc1ccc(-c2n[nH]c(C)c2-c2ccccc2OC)c(O)c1	-7.0%
O=S(=O)(NCc1ccccn1)c1cccc2cccnc12	9.6%
COc1ccc(C(=O)N2CCOCC2)cc1S(=O)(=O)N1CCC(C)CC1	-6.0%
O=C(O)c1cc2cc(Cc3cccnc3)ccc2o1	-0.7%
Cc1nc2c3c(-c4ccccc4)c(-c4ccccc4)oc3ncn2n1	5.9%
Cc1cc(C)c2nc(C(F)(F)F)nc(NCCCN3CCCC3=O)c2c1	-0.5%
CCCCn1cnc2cc(NCc3ccncc3)ccc21	0.4%
COc1ccc(NC(=O)C2=C(C)NC(=O)NC2c2cccc(OC)c2OC)c(OC)c1 (centres undefined)	-1.0%
Cc1ccc(-c2nnc3sc(C4COc5ccccc5O4)nn23)cc1 (centres undefined)	-8.3%
CCS(=O)(=O)NCCCc1ccccc1	-1.2%
COC(=O)c1ccc(CSc2nc(N)cc(N)n2)cc1	-5.1%
C=C(C)CSc1nc(C)c(Cc2ccccc2)c(=O)[nH]1	-5.6%
Cc1ccc(-n2c(-c3ccncc3)nnc2-c2cccs2)cc1	-3.9%

New compounds follow
compound	AmpC inh det
CCOC(=O)Cc1nnc(NC(=O)CSc2nncn2C)s1	-5.1%
CC(C)NC(=O)N1CC[C@@]2(CCCN(C(=O)Oc3ccccc3)C2)C1	-1.1%
COCCCn1c(-c2ccccc2)nc2ccccc2c1=O	0.5%
C[C@H](CO)NC(=O)[C@H](C)[C@H]1C[C@]1(C)[C@H](NC(=O)OCc1ccccc1)c1ccccc1	1.5%
O=C1c2ccccc2NC(c2ccc(Cl)cc2Cl)N1O (centres undefined)	3.3%
CC(C)C1N=C2c3ccccc3N=C(SCC#N)N2C1=O (centres undefined)	0.6%
O=C(CCc1ccccc1)Nc1nc2nc(-c3ccccc3)cc(=O)n2[nH]1	-0.7%
COc1ccccc1N1CCN(C(=O)c2sc3nc(-c4ccccc4)cn3c2C)CC1	-2.3%
COCc1cc(C)nc2sc(C(=O)Nc3nccs3)c(N)c12	8.2%
O=C(NCCN1C(=O)C2C3C=CC(C3)C2C1=O)Nc1ccccc1 (centres undefined)	14.0%
O=C(Nc1ccc(F)cc1F)c1cc2ncc(Br)cn2n1	-1.7%
Cc1cccc(CNc2ccnc(-c3ccccc3C(F)(F)F)n2)c1	8.7%
Cc1[nH]c2ccccc2c1C(=O)CN1CCCC1	12.2%
Cn1c(=O)c2c(nc(N3CCCCC3)n2CCNC2=NCCC2)n(C)c1=O	-2.7%
CCOC(=O)CNC(=O)CSc1nc(N)cc(N)n1	-5.0%
Cc1cccc(NC(=O)C2CCN(c3nccc(C)n3)CC2)c1	12.2%
Cc1ccc(-n2nc(C)c(C3C(C#N)=C(N)OC4=C3C(=O)CC(C)(C)C4)c2Cl)cc1 (centres undefined)	0.0%
CC(C)OC(=O)CSc1nnc(-c2ccc(Cl)cc2Cl)n1N	-6.4%
N[C@H](C(=O)O)c1ccc(C(=O)O)c(O)c1	0.4%
C=C(C)COc1ccc2c(c1)CCC1C2CC[C@]2(C)C(=O)/C(=N/O)CC12 (some centres undefined)	5.0%[5.75 µM]
CC1(C)CC(=O)C(C=NCCN2CCOCC2)=C(O)C1	3.8%
COC(=O)c1cc2sccc2n1Cc1ccc(C)cc1	0.6%
CC1=CCC(Cc2nc3ccccc3o2)C1(C)C (centres undefined)	-2.3%
CCCCCC[C@@H]([C@@H](C)O)n1cnc2c(N)ncnc21	-3.5%
COCCNc1oc(COc2cccc(C)c2)nc1C#N	-4.0%
CN1CCc2c(c3ccccc3n2Cc2ccccc2)C1	16.0%
Cn1c(CN2CCCCC2)nc2cc(NC(=O)c3ccccc3)ccc21	-4.8%
CCCS(=O)(=O)N1CCC(C(=O)N2CCCC2)CC1	-1.7%
Nc1ccc(-c2cc(N)n(-c3ccccc3)n2)cc1	-4.3%
CCCC(=O)Nc1ccc(NC(=O)Cc2ccccc2)cn1	-0.9%
CC(C)[C@@H](CC(=O)N[C@@H]1CCCC[C@H]1C(=O)N[C@H](CC(=O)N[C@@H](CCC(=O)O)CC(=O)O)Cc1c[nH]c2ccccc12)NC(=O)C[C@H](Cc1c[nH]c2ccccc12)NC(=O)[C@@H]1CCCC[C@H]1N	-9.3%
Fc1cccc(NCc2ccoc2)c1	-0.2%
Cc1noc(C)c1-c1nc(Nc2ccccc2)c2ccccc2n1	3.8%
O=C(NCc1ccco1)Nc1ccc2nsnc2c1	7.4%
O=C(c1ccc(Cn2cc(Cl)cn2)cc1)N1CCN(c2ccccc2)CC1	-1.8%
CC(C)CCn1nnnc1C(c1ccccc1)N1CCC(C(N)=O)CC1 (centres undefined)	10.4%
Cc1nnc(NC(=O)C(C)Oc2ccc3c(C)cc(=O)oc3c2)s1 (centres undefined)	3.2%
Cc1coc(C)c1C(=O)CC1(O)C(=O)N(Cc2ccccc2)c2ccccc21 (centres undefined)	-6.7%
CCOC(=O)c1[nH]c2ccc(OC)cc2c1NC(=O)C(C)N1CCC2(CC1)OCCO2 (centres undefined)	12.9%
O=C(O)c1ccc(NS(=O)(=O)/C=C/c2ccccc2)cc1	1.0%

Taken from above.
`CCCC(=O)Nc1ccc(NC(=O)Cc2ccccc2)cn1` in AmpC inh det reads -0.9%
`CN1CCc2c(c3ccccc3n2Cc2ccccc2)C1` in AmpC inh det reads 16.0%

Returning to the listing; the 2 compounds before the break are reprinted first.
compound	AmpC inh det
CCOC(=O)c1[nH]c2ccc(OC)cc2c1NC(=O)C(C)N1CCC2(CC1)OCCO2 (centres undefined)	12.9%
O=C(O)c1ccc(NS(=O)(=O)/C=C/c2ccccc2)cc1	1.0%
CCOC(=O)c1cc2sccc2n1CCCN1C(=O)c2ccccc2C1=O	7.8%
C=C(C)[C@@H]1CN[C@H](C(=O)O)[C@H]1CC(=O)O	-0.8%
COC(=O)c1ccccc1NC(=O)c1ccc(F)cc1	2.7%
COc1ccc(-c2nc(C#N)c(NCCN(C)C)o2)cc1	11.8%
O=C(NCc1cccs1)C1CC(=O)N(c2ccccc2)C1 (centres undefined)	-1.5%
O=C(CN1CCCCC1)Nc1ccc(F)c(Cl)c1	-2.8%
COc1ccc(CNC(=O)CN(c2cccc(OC)c2)S(C)(=O)=O)cc1	0.5%
COc1ccccc1NC(=O)c1cccc(S(=O)(=O)N2CCOCC2)c1	7.2%
CC(=O)Nc1ccc(S(=O)(=O)Nc2cccc(-c3nc4cc(C)ccc4o3)c2)cc1	-4.1%
CCCOc1ccc(N2C(=O)CC(NCCNc3ccc(S(=O)(=O)CC)cc3)C2=O)cc1 (centres undefined)	-3.2%
COc1cc2c(cc1OC)CN(C(=O)C1(c3ccccc3)CC1)CC2	-1.2%
S=C(S)NCCCn1ccnc1	-2.7%[5.75 µM]
O=C1c2ccccc2NC2CCCCCN12 (centres undefined)	1.0%
O=C(O)C1C2C=CC(O2)C1C(=O)Nc1ccc(S(=O)(=O)Nc2ccccc2)cc1 (centres undefined)	-6.0%
O=C(COc1ccc(Cl)cc1Cl)Nc1ccccn1	-3.9%
Cc1noc(C)c1-c1ccc2ncnc(NC3CCNCC3)c2c1	8.8%
Cc1cc2nc(NC3=NCN(Cc4cccnc4)CN3)nc(C)c2cc1C	-2.9%
CCN(CC)C(=O)CSc1nnc([C@@H](N)Cc2ccccc2)o1	-2.8%
O=C(Nc1cccnc1)c1ccc2c(c1)C(=O)N(Cc1cccnc1)C2=O	-5.6%
Cc1c(C(=O)O)oc2c1C(O)CCC2 (centres undefined)	3.9%

Structures listed so far with a CF3 group (2):
compound	AmpC inh det
Cc1cc(C)c2nc(C(F)(F)F)nc(NCCCN3CCCC3=O)c2c1	-0.5%
Cc1cccc(CNc2ccnc(-c3ccccc3C(F)(F)F)n2)c1	8.7%

Further results follow.
compound	AmpC inh det
Cc1ccc(C2CC(C(F)(F)F)n3nc(C(=O)NCc4ccco4)cc3N2)cc1 (centres undefined)	1.5%
COc1cccc(Cn2c(=O)c(C)nc3cnc(Nc4ccccc4)nc32)c1	-1.2%
c1ccc2nc(C3=NCCN3)cnc2c1	-0.2%
CC(C)C(=O)Nc1ccc(-c2nc3cccnc3o2)cc1	9.1%
COc1nc(Nc2ccc3c(c2)OCO3)nc(OC)n1	10.5%
Nn1c(SC/C=C/c2ccccc2)nnc1-c1ccncc1	0.9%
COC(=O)C1C(O)=C(C=NC2CCCCC2)C(=O)CC1(C)C (centres undefined)	-2.7%
Cc1cc(NC(=O)CSc2nc3ccsc3c(=O)n2NC(=O)c2ccccc2)no1	11.6%
